Screening data from PubChem.
KCNK3 inh: human KCNK3 channel inhibition, primary screen. CHO-KCNK3 thallium flux, FluxOR fluorescence; stronger effect = lower value. B-score at 10 µM. 0.84% of 340,000 active;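 active means B-score under library mean minus 4 SD, starting fluorescence ratio at most library mean plus 5 SD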;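 further: more negative B-score means stronger inhibition of thallium flux through KCNK3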
Target sequence (O14649 whole entry, looked up): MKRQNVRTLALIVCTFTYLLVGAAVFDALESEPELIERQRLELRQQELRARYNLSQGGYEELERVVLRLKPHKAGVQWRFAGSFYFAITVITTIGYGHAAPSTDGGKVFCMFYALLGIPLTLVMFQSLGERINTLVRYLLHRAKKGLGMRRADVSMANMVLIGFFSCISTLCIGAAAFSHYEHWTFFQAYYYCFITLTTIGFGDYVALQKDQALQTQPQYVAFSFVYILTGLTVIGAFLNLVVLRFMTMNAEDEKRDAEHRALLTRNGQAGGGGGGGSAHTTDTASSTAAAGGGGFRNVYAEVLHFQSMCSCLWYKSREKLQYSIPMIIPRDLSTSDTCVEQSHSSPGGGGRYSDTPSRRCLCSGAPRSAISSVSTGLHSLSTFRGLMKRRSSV
Calls only; i = inactive. Only part of the results is shown; count on the stated rates, not on these rows.

SMILES | KCNK3 inh
CN1C[C@H]2CON(C)[C@H]2C[C@H]1c1cccc(-c2ccc(C#N)cc2)c1 | i
Cc1ccc(S(=O)(=O)N2[C@@H](c3ccc4c(c3)OCO4)C(C(=O)O)=C[C@H]2CC2CCCC2)cc1 | i
COc1ccc2[nH]cc(CCNC(=O)CC[C@H]3O[C@@H](n4cc(C)c(=O)[nH]c4=O)C[C@@H]3O)c2c1 | i
CN(C(=O)c1ccc(NC(=O)Cc2cccc(NC(=O)C3CCCN(C(=O)c4ccccc4)C3)c2)cc1)C1CC1 (stereo not given) | i
CC(C)N(C(=O)[C@H]1C[C@H](CC(=O)NCc2ccco2)C(=O)N2CCc3c([nH]c4ccc(Cl)cc34)[C@]12C)C(C)C | i
O=C(Cc1ccc(NC(=O)C2CCN(C(=O)C3CCCCC3)CC2)cc1)Nc1ccc(C(=O)N2CCOCC2)cc1 | i
COc1cccc(CN(C)S(=O)(=O)c2ccccc2Br)c1 | i
CN(C(=O)c1cccc(NC(=O)Cc2cccc(NC(=O)C3CCCN(C(=O)C4CCC4)C3)c2)c1)C1CCC1 (stereo not given) | i
COc1cc(Cl)c(CNC[C@H]2O[C@@H](n3cnc4c(N)ncnc43)[C@H](O)[C@@H]2O)c(Cl)c1O | i
CCN1Cc2cc(OC)ccc2-c2ccccc2S1(=O)=O | i
O=C1NCCN(CC2CCN(CCC3CCCC3)CC2)C1=O | i
CC(CNC(=O)Cn1cnc2c(NCc3ccccc3)ncnc21)c1ccccc1 (stereo not given) | i

Overlap with the part before: 7 compounds, then new ones.
SMILES | KCNK3 inh
O=C(Cc1ccc(NC(=O)C2CCN(C(=O)C3CCCCC3)CC2)cc1)Nc1ccc(C(=O)N2CCOCC2)cc1 | i
COc1cccc(CN(C)S(=O)(=O)c2ccccc2Br)c1 | i
CN(C(=O)c1cccc(NC(=O)Cc2cccc(NC(=O)C3CCCN(C(=O)C4CCC4)C3)c2)c1)C1CCC1 (stereo not given) | i
COc1cc(Cl)c(CNC[C@H]2O[C@@H](n3cnc4c(N)ncnc43)[C@H](O)[C@@H]2O)c(Cl)c1O | i
CCN1Cc2cc(OC)ccc2-c2ccccc2S1(=O)=O | i
O=C1NCCN(CC2CCN(CCC3CCCC3)CC2)C1=O | i
CC(CNC(=O)Cn1cnc2c(NCc3ccccc3)ncnc21)c1ccccc1 (stereo not given) | i
CN(CCc1ccccc1)C(=O)c1ccc(NC(=O)Cc2ccc(NC(=O)C3CCCN(C(=O)C4CCC4)C3)cc2)cc1 (stereo not given) | i
CC[C@]12c3[nH]c4cc(-c5ccco5)ccc4c3CCN1C(=O)[C@@H](CC(=O)NCc1cccc(C(F)(F)F)c1)C[C@@H]2C(=O)N1CCN(C(=O)c2ccco2)CC1 | i
CN(CCc1ccccc1)C(=O)c1cccc(NC(=O)Cc2cccc(NC(=O)C3CCN(C(=O)C4CC4)CC3)c2)c1 | i
COc1ccc(C2CC(=O)Oc3cc(O)ccc32)cc1 (stereo not given) | i
Cc1cccc(-c2ccc3c(c2)C2CC3CCN2C)c1 (stereo not given) | i
CC[C@]12c3[nH]c4cc(CCC(=O)N(C)C)ccc4c3CCN1C(=O)[C@@H](CC(=O)NCCN1CCOCC1)C[C@@H]2C(=O)N1CCN(C(=O)C2CC2)CC1 | i
CCN(CC)C(=O)[C@H]1C[C@H](CC(=O)NCc2cccc(C(F)(F)F)c2)C(=O)N2CCc3c([nH]c4cc(-c5ccco5)ccc34)[C@]12C | i
CCOc1ccc(CCN2C(=S)N([C@@H](CC(C)C)CN3CCCC3CN3C(=S)NC[C@@H]3CC(C)C)C[C@@H]2Cc2ccc(O)cc2)cc1 (stereo not given in full) | i
CN(C(=O)c1cccc(NC(=O)Cc2ccc(NC(=O)C3CCN(C(=O)c4ccccc4)CC3)cc2)c1)C1CCCC1 | i
COc1cc(OC)c2c(-c3cccc(-c4ccc(C(F)(F)F)cc4)c3)cc(=O)oc2c1 | i
COc1cc(NC(=O)Cn2cnc3c(NCc4ccccc4)ncnc32)cc(OC)c1OC | i
CN(C(=O)c1ccc(NC(=O)Cc2ccc(NC(=O)C3CCN(C(=O)c4ccccc4)CC3)cc2)cc1)C1CCCC1 | i
COC(=O)C1CC2=C(CCC2=O)N(c2ccccc2)C1=O (stereo not given) | i
COc1ccc2[nH]c3c(c2c1)CCN1C(=O)C(CC(=O)NCCc2ccccn2)C[C@H](C(=O)N(C(C)C)C(C)C)[C@@]31C (stereo not given in full) | i
CNS(=O)(=O)c1ccc(CNC[C@H]2O[C@@H](n3cnc(C(N)=O)n3)[C@H](O)[C@@H]2O)cc1 | i
CC(C)N(C(=O)[C@H]1C[C@H](CC(=O)NCCCn2ccnc2)C(=O)N2CCc3c([nH]c4cc(CCC(=O)N(C)C)ccc34)[C@]12C)C(C)C | i
O=C(OCc1ccccc1)N1CCC2CC1c1cc(Cl)ccc12 (stereo not given) | i
O=S(=O)(CCNCc1ccco1)NC1CCCCC1 | i
CN(CCc1ccccc1)C(=O)c1ccc(NC(=O)Cc2ccc(NC(=O)C3CCN(C(=O)c4ccccc4)CC3)cc2)cc1 | i
CCCCN1C(=O)C(C(=O)OCC)CC2=C1CCCC2=O (stereo not given) | i
Cc1ccccc1Oc1ccc2c(c1)[C@@H]1C[C@H](N(C)C(=O)NC3CCCCC3)[C@H]([C@H](C)O)C(=O)N1CC2 | i
CCN(CC)C(=O)[C@H]1C[C@H](CC(=O)NC/C=C(\C)CCC=C(C)C)C(=O)N2CCc3c([nH]c4cc(-c5ccco5)ccc34)[C@]12C | i
O=C(c1cc(Cl)cc(Cl)c1)N1CCC2CC1c1cc(-c3ccc4c(c3)OCO4)ccc12 (stereo not given) | i
C[C@@H]1CN(S(=O)C(C)(C)C)[C@H](CCO)/C1=C\CCO (stereo not given in full) | i
CC(C)C[C@H]1CNC(=S)N1CC1CCN(CCCC2CCCC2)CC1 | i
O=C(COc1ccccc1)N[C@@H]1c2ccccc2CC[C@@H]1O | i
CC[C@]12c3[nH]c4ccc(Cl)cc4c3CCN1C(=O)[C@@H](CC(=O)NCCN1CCOCC1)C[C@@H]2C(=O)N1CCN(C(=O)C2CC2)CC1 | i
CCOc1ccc(CCN2C(=S)N([C@@H](CC(C)C)CN3CCCC3CN3C(=S)NC[C@@H]3Cc3ccc(O)cc3)C[C@@H]2Cc2ccc(O)cc2)cc1 (stereo not given in full) | i
Cc1ccc(S(=O)(=O)N(C)C[C@H]2Oc3c(NC(=O)Nc4cccc5ccccc45)cccc3C(=O)N([C@@H](C)CO)C[C@@H]2C)cc1 | i
Cc1ccc(NC(=O)c2ncn(CCCN(CCCn3cnc(C(=O)Nc4ccc(C)c(C)c4)n3)Cc3ccc4[nH]ccc4c3)n2)cc1C | i
C=CC1=CCN(S(=O)C(C)(C)C)[C@@H]1CCO (stereo not given in full) | i
CC(C)(C)NC(=O)C[C@H]1C[C@H](C(=O)N2CCCCC2)[C@@]2(CCc3ccccc3)c3[nH]c4cc(-c5ccco5)ccc4c3CCN2C1=O | i
O=C(CC1C[C@H](C(=O)N2CCCCC2)[C@@]2(CCc3ccccc3)c3[nH]c4ccccc4c3CCN2C1=O)NCCc1ccccn1 (stereo not given in full) | i
COc1cc(NCCCn2cnc(C(=O)Nc3ccc(C)c(C)c3)n2)cc(OC)c1OC | i
CC[C@]12c3[nH]c4cc(-c5ccco5)ccc4c3CCN1C(=O)[C@@H](CC(=O)NCCC1=CCCCC1)C[C@@H]2C(=O)N1CCN(C(=O)c2ccco2)CC1 | i
COc1ccc2nc3n(c(=O)c2c1)-c1ccc(Cl)cc1C(=O)NC3Cc1ccc(O)cc1 (stereo not given) | i
COc1ccc(-c2ccc3c(c2)C2CC3CCN2C(=O)C2CCCCC2)cc1 (stereo not given) | i
CN1OC[C@@H]2CN(C(=O)CCc3ccccc3)[C@H](c3cccc(Oc4ccccc4)c3)C[C@@H]21 | i
COCCCNC(=O)Cn1cnc2c(NCc3ccccc3)ncnc21 | i
O=C(NC1CC1)c1cccc(NC(=O)C2CCCCC2)c1 | i
CC[C@]12c3[nH]c4ccc(Cl)cc4c3CCN1C(=O)[C@@H](CC(=O)NC(C)(C)C)C[C@@H]2C(=O)N1CCN(C(=O)c2ccco2)CC1 | i
Nc1ncnc2c1ncn2[C@@H]1O[C@H](CNS(=O)(=O)c2ccc3c(c2)CCN(C(=O)C(F)(F)F)C3)[C@@H](O)[C@H]1O | i
C=C1[C@H]2O[C@H]2[C@@H](OC(C)=O)[C@@]2(C)[C@@H](OC(C)=O)C[C@@H](OC(C)=O)[C@@](C)(O)[C@@H]2[C@@H](OC(C)=O)[C@@]2(O)[C@@H](C)C(=O)O[C@H]2[C@H]1Cl | i
CCOC(=O)C1C(C(=O)OC)=C(C(=O)OC)c2ccccc2N1S(=O)(=O)C(F)(F)F (stereo not given) | i
O=C(OCc1ccccc1)N1CCC2CC1c1cc(-c3ccc(F)cc3)ccc12 (stereo not given) | i
COc1ccccc1-c1cccc([C@@H]2C[C@H]3[C@H](CON3C)CN2C(=O)C(C)(C)C)c1 | i
COc1ccc(Cn2cc(CN3CCS(=O)(=O)N(Cc4ccc(-c5cccc(Cl)c5)cc4)C(C)C3=O)nn2)cc1 (stereo not given) | i
O=C(Cc1ccc(NC(=O)C2CCCN(C(=O)C3CCCCC3)C2)cc1)Nc1cccc(C(=O)N2CCCCC2)c1 (stereo not given) | i

Some of the entries so far, with tabs:
Molecule	KCNK3 inh
CC(C)(C)NC(=O)C[C@H]1C[C@H](C(=O)N2CCCCC2)[C@@]2(CCc3ccccc3)c3[nH]c4cc(-c5ccco5)ccc4c3CCN2C1=O	i
O=C(CC1C[C@H](C(=O)N2CCCCC2)[C@@]2(CCc3ccccc3)c3[nH]c4ccccc4c3CCN2C1=O)NCCc1ccccn1 (stereo not given in full)	i

Following part:
SMILES | KCNK3 inh
Cc1cn(CC(=O)NCCCN2CCCC2=O)c(=O)[nH]c1=O | i
CCN(CC)C(=O)[C@H]1C[C@H](CC(=O)NC/C=C(\C)CCC=C(C)C)C(=O)N2CCc3c([nH]c4ccc(Cl)cc34)[C@]12C | i
COc1ccc(CN2CCC3CC2c2cc(Cl)ccc23)cc1 (stereo not given) | i
CC(C)[C@@H](N)C(=O)NC[C@H]1O[C@@H](n2cnc3c(N)ncnc32)[C@H](O)[C@@H]1O | i
COc1cc(OC)c2c(-c3ccccc3)cc(C3CCCCC3)nc2c1 | i
O=C1NCCN(CC2CCN(CC3CCCC3)CC2)C1=O | i
Oc1ccc(C[C@H]2CNC(=S)N2CC2CCCN2C[C@H](Cc2ccc(O)cc2)N2C[C@H](Cc3ccc(O)cc3)N(CC3CCCCCC3)C2=S)cc1 (stereo not given in full) | i
O=S(=O)(c1cccc2ccccc12)N1CCC2CC1c1cc(Cl)ccc12 (stereo not given) | i
Cc1cn([C@H]2C[C@H](O)[C@@H](CCC(=O)NCCN3CCCCC3)O2)c(=O)[nH]c1=O | i
COCCCNC(=O)C[C@H]1C[C@H](C(=O)N2CCCCC2)[C@@]2(CCc3ccccc3)c3[nH]c4cc(CCC(=O)N(C)C)ccc4c3CCN2C1=O | i
O=C(Cc1cccc(NC(=O)C2CCN(C(=O)c3ccccc3)CC2)c1)Nc1cccc(C(=O)N2CCCCC2)c1 | i
O=C(Nc1ccn(CCCN(CCCn2ccc(NC(=O)OCc3ccccc3)nc2=O)CCc2cc3ccccc3[nH]2)c(=O)n1)OCc1ccccc1 | i

Reprinted at random: five compounds from above, in no set order.
SMILES | KCNK3 inh
O=C1NCCN(CC2CCN(CC3CCCC3)CC2)C1=O | i
Oc1ccc(C[C@H]2CNC(=S)N2CC2CCCN2C[C@H](Cc2ccc(O)cc2)N2C[C@H](Cc3ccc(O)cc3)N(CC3CCCCCC3)C2=S)cc1 (stereo not given in full) | i
O=C(Cc1cccc(NC(=O)C2CCN(C(=O)c3ccccc3)CC2)c1)Nc1cccc(C(=O)N2CCCCC2)c1 | i
Cc1cn([C@H]2C[C@H](O)[C@@H](CCC(=O)NCCN3CCCCC3)O2)c(=O)[nH]c1=O | i
O=C(Nc1ccn(CCCN(CCCn2ccc(NC(=O)OCc3ccccc3)nc2=O)CCc2cc3ccccc3[nH]2)c(=O)n1)OCc1ccccc1 | i

Additional entries follow.
SMILES | KCNK3 inh
CCC[C@@H](CN1CCC[C@H]1CN1C(N)=NC[C@H]1CC(C)C)N1C[C@@H](Cc2ccccc2)N(CCCC2CCCC2)C1=N | i
C[C@H](O)[C@@H]1C(=O)N2CCc3ccc(N4CCN(C)CC4)cc3[C@@H]2C[C@@H]1N(C)C(=O)Nc1cc(Cl)cc(Cl)c1 | i
CN1CC(COCc2ccccc2)Oc2ccccc2S1(=O)=O (stereo not given) | i
O=C(NCCCCc1ccccc1)c1cccc(NC(=O)c2ccccc2)c1 | i
CN1OC[C@@H]2CN(C(=O)CCc3ccccc3)[C@H](c3cccc(N4CCOCC4)c3)C[C@@H]21 | i
CN(C(=O)c1cccc(NC(=O)Cc2cccc(NC(=O)C3CCCN(C(=O)CCc4ccccc4)C3)c2)c1)C1CCC1 (stereo not given) | i
CN(C)CCCNC(=O)C[C@H]1C[C@H](C(=O)N2CCOCC2)[C@@]2(C)c3[nH]c4ccc(Cl)cc4c3CCN2C1=O | i
CC(C)C[C@@H](CNCC(=O)[C@H](C)NC(=O)c1[nH]cnc1C(=O)N[C@@H](C)CN)NC(=O)c1nc[nH]c1C(=O)N[C@@H](CO)C(=O)O | i
C[C@@H](NCCCn1cnc2c(OCc3ccccc3)ncnc21)c1cccc2ccccc12 | i
Cc1ccc(NC(=O)c2ncn(CCCNCCCc3ccccc3)n2)cc1C | i
CCN(CC)C(=O)[C@H]1C[C@H](CC(=O)NCCN2CCOCC2)C(=O)N2CCc3c([nH]c4ccc(Cl)cc34)[C@]12C | i
O=C(Cc1ccc(NC(=O)C2CCCN(C(=O)CCc3ccccc3)C2)cc1)Nc1cccc(C(=O)N2CCCC2)c1 (stereo not given) | i
CCN(CC)C(=O)[C@H]1C[C@H](CC(=O)NC(C)(C)C)C(=O)N2CCc3c([nH]c4cc(-c5ccco5)ccc34)[C@]12C | i
Cc1ccc(NC(=O)Cn2cnc3c(NCc4ccccc4)ncnc32)cc1C | i
COc1ccc(-c2ccc3c(c2)[C@@H]2C[C@H](N(C)S(=O)(=O)c4ccccc4)[C@H]([C@H](C)O)C(=O)N2CC3)cc1 | i
COC(=O)[C@@]1(Cc2ccccc2)[C@H]2C(=O)N(Cc3ccccc3)C(=O)[C@H]2[C@H]2CN(C)C(=NCc3ccccc3)N21 | i
Cc1ccc(C)c(N2CCN(C(=O)CCc3nc(-c4cccc(Cl)c4)no3)CC2)c1 | i
